# Bioassay records deposited in PubChem by several laboratories.
# ER stress rescue – rescue of cells from ER stress-induced death, primary screen, 384-well, CSM14.1, thapsigargin, ATP luminescence (AID 1222); cellular ATP content (survival), % at 20 µM, or EC50 in µM where a hit was titrated; 190,000 tested, under 10 active; CSM14.1 thapsigargin-induced death rescue, ATP luminescence; higher % means a stronger effect;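 active = EC50 below 50 µM in the dose-response confirmation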;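 note: death triggered by thapsigargin at about 15 µM added after 2 h compound pretreatment; cell ATP read after overnight thapsigargin exposure of roughly 18 to 22 hours; normalized against plate controls of thapsigargin alone and 5% DMSO vehicle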
# M17LAP inhibition – P. falciparum M17LAP inhibitors, primary screen, biochemical, fluorogenic H-Leu-NHMec substrate, 1536-well (AID 1619). 220,000 tested, 0.38% active. Leucine aminopeptidase (Plasmodium falciparum (isolate 3D7)). inhibition, % at 30 µM, or IC50 in µM where a hit was titrated. recombinant M17LAP, H-Leu-NHMec fluorogenic kinetic assay; higher % means a stronger effect;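 active = compound inhibiting the enzyme by more than half at any dose during confirmatory dose-response retesting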;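 note: plate controls were full reaction with DMSO carrier for no effect and no enzyme background for full effect; strong numbers were not always called active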
# Yfh1-depleted yeast – enhancers of respiration in Yfh1-depleted yeast, dose response, Friedreich's ataxia, plus single-dose screen (AID 1465); S. cerevisiae Yfh1-off respiration, WST-1 reduction, 72 h; higher fold induction means a stronger effect; fold induction at 50 µM, or EC50 in µM where a hit was titrated; 220,000 tested, 0.074% active;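 active = fold induction of absorbance versus untreated yeast above a set limit, then at least 30% activation at any dose in follow-up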;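 note: activators that raise dye reduction in frataxin-depleted yeast; strong numbers were not always called active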
# Autophagy mod – autophagy modulators in MEF cells, primary screen, imaging, high-content, MEF GFP-LC3; MEF GFP-LC3 puncta imaging; test concentration mostly 10 µM; 190,000 tested, 0.98% active; calls only at 10 µM (by protocol); AID 463193, 2010;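 active = percentage of spot-positive cells more than 3 SD above its plate mean, without a fluorescence outlier flag or 80% toxicity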;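 note: spot-positive cell cutoff set from DMSO-treated cells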
# Lipid droplet – inhibitors of hepatocyte lipid droplet formation, primary screen, imaging, high-throughput imaging, BODIPY stain; AID 1656, 2009; 240,000 tested, 0.4% active; inhibition, % at 6.5 µM; AML12 mouse hepatocytes, oleate lipid droplets;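 active = lipid droplet intensity inhibited by at least 50%, with more than 500 cells counted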
#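 Material – AML12 mouse liver cells · Also added – oleate loading, 100 µM · Compound dosing – 6.5 µM single-point dosing · Times – overnight treatment with compound plus oleate · Measured by – fluorescence imaging, 20x objective, two fields per well · Read-out – percent inhibition of filter-corrected integrated lipid droplet intensity per well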
# MT stabilize HCS – microtubule stabilizers in HeLa cells, primary screen, imaging, high-content imaging; HeLa tubulin immunostaining HCS, 24 h; share of cells brighter than vehicle mean+2SD; % tubulin-high responders, % at 10 µM; 200,000 tested, 0.83% active; AID 2205, 2009;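 active = plate Z-score above 3 for both tubulin-high and condensed-nucleus cell shares, with cell loss under 80%, at 10 µM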;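 note: anti alpha tubulin signal scored within the nucleus-defined area of each cell; some results filed as inactive read as strong as hits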
# Insulin prom up – insulin promoter activators in MIN6 cells, imaging, high-content screening, mouse beta cells; MIN6 insulin promoter-GFP reporter; hits give high values; z-score at 5 µM; 190,000 tested, 0.3% active;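 active = z-score above 3 at 5 µM with at least 500 cells counted in the well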
# M1AAP inhibition – P. falciparum M1AAP inhibitors, biochemical, fluorogenic H-Leu-NHMec substrate, 1536-well (AID 1445) | Aminopeptidase N (Plasmodium falciparum (isolate 3D7)) | recombinant M1AAP, H-Leu-NHMec fluorogenic kinetic assay; higher % means a stronger effect | inhibition, % at 30 µM; hits with a dose series show IC50 in µM | 220,000 tested, 0.42% active;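 active = primary inhibition above the hit cutoff, then over 50% inhibition at one or more dose response concentrations, cut at about 23% in these data, passing the limit was not always enough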;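 note: plate controls were DMSO full reaction for no effect and no enzyme background for full effect; strong numbers were not always called active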
# Dynein transport – inhibitors of GR-EGFP nuclear translocation, primary screen, dynein cargo transport inhibitor project, imaging, high-content, 3617.4 mouse cells | test concentration mostly 20 µM; stimulated with dexamethasone, 1 µM; hits give low values | z-score, hits read low | 220,000 tested, 0.47% active;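 active = plate z-score of nuclear minus cytoplasmic receptor signal below a set negative limit, without overly bright fluorescence or cell loss, cut at about -3.5 in these data, passing the limit was not always enough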;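 note: z-score of nuclear minus cytoplasmic ring GR-EGFP intensity difference per well; some compounds called inactive have numbers as strong as hits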
#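 Buffer or medium: tet-free, stripped-serum medium; reagent: dexamethasone at 1.0 µM final, 30 min; incubation: 48 h induction, 1 h compound, 30 min dex at 37 °C; measured by: formaldehyde fixation, Hoechst nuclear stain, 10x automated fluorescence imaging; read-out: nuclear-to-cytoplasmic GR-EGFP distribution per well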
# Dynein transport cytoplasmic EGFP – second read-out of Dynein transport, no call of its own (marks repeat the call); z-score; measured here: cytoplasmic GR-EGFP intensity; hits give high values
# Dynein transport nuclear GR-EGFP – further read-out of Dynein transport, marked with its call; z-score; measured here: nuclear GR-EGFP intensity;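 lower value marks the stronger effect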
# Dynein transport cell count – further read-out of Dynein transport, marked with its call; z-score; measured here: cell count per field
# Insulin prom up cell count – second read-out of Insulin prom up, no call of its own (marks repeat the call); cell count; measured here: cytotoxicity, nuclei count;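 total cells summed across four imaged fields per well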
# Lipid droplet cells 6.5 µM – recorded beside Lipid droplet, whose call it bears; cell count; measured here: cell count, cytotoxicity flag;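 cells counted across two imaged fields per well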
# MT stabilize HCS Hoechst-high % – further read-out of MT stabilize HCS, marked with its call; % Hoechst-high responders; measured here: nuclear condensation Hoechst responders;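 share of cells brighter than vehicle mean plus two SD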
# MT stabilize HCS cytotoxicity % – also measured in MT stabilize HCS; calls as there; toxicity, %; measured here: cytotoxicity by cell density;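 0% = mean cell density of plate MIN control wells and 100% = no cells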
# Autophagy mod cell loss 18 h – second read-out of Autophagy mod, no call of its own (marks repeat the call); toxicity, %; measured here: cell loss, nuclei count;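 cell loss after 18 h compound exposure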
# An asterisk follows results filed as active; i = inactive; . = no result given; & = joins results of further samples.
Compound	ER stress rescue	M17LAP inhibition	Yfh1-depleted yeast	Autophagy mod	Autophagy mod cell loss 18 h	Lipid droplet	Lipid droplet cells 6.5 µM	MT stabilize HCS	MT stabilize HCS Hoechst-high %	MT stabilize HCS cytotoxicity %	Insulin prom up	Insulin prom up cell count	M1AAP inhibition	Dynein transport	Dynein transport cytoplasmic EGFP	Dynein transport nuclear GR-EGFP	Dynein transport cell count
CCOc1ccc(N(CC(=O)NCc2ccc(F)cc2)S(=O)(=O)c2c(C)noc2C)cc1	2.4%	10.1%	i	i	13.8	.	.	4.9	3.4	6.7	-0.57	906	-8.7%	-0.0431	-0.139	0.202	0.251
COc1ccc(CCNS(=O)(=O)c2ccc(C(=O)NCc3ccco3)cc2)cc1OC	-1.9%	0.8%	i	i	-1.4	5.8	668	1.5	1.4	3.0	-0.91	1356	4.8%	-0.0365	-0.221	0.179	0.324
Cc1ccc(N(CC(=O)N2CCOCC2)S(C)(=O)=O)cc1C	5.8%	-0.6%	i	i	-5.6	0.2	748	2.3	1.8	6.6	.	.	-0.2%	-0.527	0.0529	-0.0383	-0.0991
Cc1c(O)c2ccccc2oc1=O	.	16.8%	i	.	.	-13.2	679	.	.	.	-0.97	1084	-2.1%	-0.123	-0.247	0.543	-0.786
COc1ccc(OCCSc2nnc(-c3ccc(OC)cc3)n2N)cc1	-1.2%	-13.5%	i	i	30.2	.	.	1.5	1.9	5.9	0.89	994	-4.1%	-0.39	-0.243	-0.0548	0.973
OC1(Cc2ccccc2)CCNCC1	.	4.4%&13.9%	i	.	.	0.9&2.2	751&659	.	.	.	-0.41&0.26	1328&1029	-1.9%&-0.9%	0.415&-0.454	-0.098&-0.285	0.22&0.251	0.111&0.219
O=C(O)c1cc2sccc2s1	0.3%	8.6%	i	i	9.9	.	.	5.6	3.6	6.7	-0.37	1220	4.2%	0.0825	-0.329	-0.0586	0.272
COc1cccc(NC(=O)CCCn2c(=O)[nH]c3ccccc3c2=O)c1	-0.9%	1.5%	i	i	1.1	.	.	2.9	2.8	6.4	-0.03	1560	11.4%	0.234	-0.216	0.355	-0.127
CCc1ccc(/C=N/NC(=O)C(=O)NCCCN2CCOCC2)cc1	-0.4%	9.6%	i	i	-16.1	-4.1	641	4.4	2.7	6.6	0	1333	1.5%	-0.147	-0.36	-0.306	0.855
CN(C)CCCNC(CC(=O)Nc1cccc([N+](=O)[O-])c1)C(=O)O (centres undefined)	-1.4%	2.9%	i	i	-2.5	16.4	646	2.6	1.6	6.0	0.47	1277	5.1%	-0.72	-0.309	-0.675	0.636
COc1ccccc1NC(=S)N1CCN(C(=O)c2ccco2)CC1	-0.7%	2.8%	i	i	9.5	.	.	1.5	1.4	0.4	-0.3	1490	-4.0%	0.522	-0.213	0.0937	0.657
Cc1ccccc1Nc1nc(CSc2nnc(-c3ccoc3C)n2C)cs1	-1.0%	35.7%	i	i	-8.7	.	.	6.0	3.3	9.3	.	.	18.7%	-0.647	-0.152	0.0292	-0.305
Oc1ccc(/C=N/Nc2ncnc3c2ncn3Cc2ccccc2)cc1O	0.7%	6.2%	i	i	3.9	14.8	716	3.8	2.8	14.9	-0.65	888	-1.7%	-0.792	-0.205	-0.469	1.5
CCCN(C(=O)Cc1nc(N)n[nH]1)C1(C(=O)Nc2c(C)cccc2C)CCCCC1	-1.5%	23.1%	i	i	31.5	-4.0	716	6.3	1.8	4.6	-0.57	1280	9.6%	1.27	-0.0612	1.58	-0.781
COc1ccccc1NS(=O)(=O)/C=C/c1ccccc1	-2.9%	12.6%	i	i	3.0	1.9	687	6.8	1.8	2.5	.	.	1.7%	0.914	-0.261	0.545	-0.0641
Nc1ccc(Oc2ccc(F)cc2)nc1	.	-1.8%	i	.	.	7.2	706	.	.	.	-0.11	1067	0.4%	-0.143	-0.192	0.3	0.712
COc1ccccc1C(=O)NCC(=O)OCc1ccc(Br)cc1	0.7%	-1.3%	i	i	-7.8	-4.6	629	3.3	3.0	9.6	0.47	1608	-3.8%	0.315	-0.163	0.386	-0.974
O=C(CO/N=C/c1ccccc1O)NNC(=O)c1ccccc1Cl	-3.3%	-3.7%	.	i	4.8	28.0	734	3.0	1.5	6.3	.	.	-6.6%	-0.614	-0.206	0.00798	-0.5
Cc1ccc(CN2C(=O)CSc3ccc(C(=O)NCCN4CCOCC4)cc32)cc1	-1.2%	17.8%	i	i	-1.5	-0.8	751	3.1	2.6	13.1	.	.	-1.4%	0.329	-0.14	0.363	0.0339
FC(F)(F)c1cc(-c2ccco2)nc(N2CCN(Cc3ccccc3)CC2)n1	-1.0%	-2.9%	i	i	-1.4	.	.	1.9	1.7	8.8	0	1677	2.2%	-0.624	-0.0918	-0.348	-0.0235
CCOC(=O)CC1COCCN1Cc1cn[nH]c1-c1ccc2c(c1)OCO2 (centres undefined)	1.9%	13.7%	i	i	5.1	10.8	717	2.1	0.7	4.3	0.2	1525	-1.4%	-0.00313	-0.316	-0.083	0.0684
CCN(CC)CCCNC(CC(=O)Nc1cccc([N+](=O)[O-])c1)C(=O)O (centres undefined)	-0.3%	-2.8%	i	i	1.8	-16.0	713	2.3	2.2	3.1	0.45	1250	3.7%	-0.734	-0.319	-0.683	0.996
Cc1cccnc1NC(=O)COc1ccc2oc3c(c2c1)CCCC3	1.2%	11.2%	i	i	-0.6	-20.1	723	2.5	2.5	7.0	.	.	6.8%	-0.641	-0.246	-0.585	-0.328
O=C(c1ccc(N2CCCCCC2)c([N+](=O)[O-])c1)N1CCc2ccccc21	0.9%	-15.4%	i	i	-2.9	1.3	575	0.6	2.9	5.2	-0.37	1142	-2.2%	0.308	-0.309	-0.122	0.0651
COc1ccc(C(=O)N/C(=C/c2cccnc2)C(=O)NCc2ccco2)cc1OC	.	-4.1%	i	.	.	17.3	686	.	.	.	0.11	1077	1.8%	0.306	-0.167	0.593	0.506
NS(=O)(=O)c1ccc(CCn2c(=S)[nH]c3ccccc3c2=O)cc1	.	4.3%	i	.	.	-10.2	689	.	.	.	-0.12	1437	3.5%	2.53	0.035	1.04	-2.86
O=C(COC(=O)c1ccccc1C(=O)c1ccccc1)c1ccco1	-3.1%	-5.5%	i	i	3.4	-12.5	640	3.8	1.5	4.6	0.13	1883	-5.3%	-0.0133	-0.244	0.203	0.6
CN1CCC(N(C)C(=S)Nc2ccc(F)cc2)CC1	.	-8.6%	i	i	-1.8	0.8	700	2.9	2.1	6.6	0.24	1224	-2.6%	0.0775	-0.337	0.307	-0.187
O=C(NCc1cccs1)c1ccc(N2CCCC2=O)cc1	0.6%	-2.5%	.	i	-11.6	-11.8	767	3.2	1.7	6.6	0.02	957	-5.7%	-0.55	-0.16	0.0628	2.12
CCC(=O)Nc1ccc(-c2nnc(SCC(=O)N3CCCCC3)n2C)cc1	2.5%	2.8%	i	i	0.3	-16.1	761	1.5	1.4	6.0	.	.	2.0%	-0.0751	-0.0409	-0.126	-0.116
C=CCn1c(SCC(=O)N2CCN(C(=O)c3ccco3)CC2)nc2sc(CC)cc2c1=O	3.0%	5.7%	i	i	-11.4	.	.	1.9	1.8	8.4	-2.07	1030	4.8%	0.136	-0.223	-0.165	0.355
COc1ccc(C(CNC(=O)c2ccc3c(c2)C(=O)N(CCC(C)C)C3=O)N2CCOCC2)cc1 (centres undefined)	-0.3%	-0.2%	i	i	-8.6	.	.	1.9	1.7	7.8	-0.09	1002	7.7%	-1.23	-0.125	-0.42	1.94
O=C(c1ccncc1)N1N=C2CCCCCC2C1(O)C(F)(F)F (centres undefined)	3.2%	11.5%	i	i	-2.1	12.2	665	3.0	2.3	9.8	-0.8	1589	7.0%	0.34	-0.257	0.0778	0.506
CN(c1c[nH]c(=O)[nH]c1=O)C1CCCCC1	0.2%	-10.4%	i	i	-3.4	14.0	724	1.9	1.2	6.6	-0.6	1393	4.8%	-0.599	-0.295	-0.297	1.84
O=C(NCCCN1CCOCC1)NC1CCCCC1	-0.4%	3.2%	i	i	1.8	.	.	2.5	1.3	8.4	0.64	1447	1.4%	-0.889	-0.114	-0.603	0.359
CCOC(=O)c1c(NC(=O)CCC(=O)O)sc2c1CC(C)(C)OC2	2.0%	3.7%	i	i	-17.3	7.0	768	2.1	2.1	2.4	-0.35	1400	5.3%	0.442	-0.233	0.504	0.452
CC(C)=N/N=C1\NC(=O)C(C)S1 (centres undefined)	.	11.0%	i	.	.	-2.4	632	.	.	.	-0.19	1383	1.0%	0.518	-0.194	0.255	-0.688
